# Mtb RmlCD inh = blocks M. tuberculosis RmlC and RmlD coupled enzymes. P9WH09+P9WH11. 0.03% of 160,000 active. RmlC+RmlD coupled enzyme assay, percent inhibition; primary screen in compound mixtures. inhibition, % at 3.6 µM; in the data active = inhibition mostly above about 34%, no sharp cut-off; also: some results filed as inactive read as strong as hits
# Target sequence (P9WH09 whole entry, looked up): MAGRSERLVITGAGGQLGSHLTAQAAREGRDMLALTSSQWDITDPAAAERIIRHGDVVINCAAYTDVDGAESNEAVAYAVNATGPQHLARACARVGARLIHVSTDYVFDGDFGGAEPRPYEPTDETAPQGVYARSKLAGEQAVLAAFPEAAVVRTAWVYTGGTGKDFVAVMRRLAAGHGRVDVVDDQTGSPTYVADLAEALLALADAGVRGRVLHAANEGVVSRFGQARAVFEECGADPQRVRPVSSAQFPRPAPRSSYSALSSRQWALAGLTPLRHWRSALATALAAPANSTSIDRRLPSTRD
# Target sequence (P9WH11 whole entry, looked up): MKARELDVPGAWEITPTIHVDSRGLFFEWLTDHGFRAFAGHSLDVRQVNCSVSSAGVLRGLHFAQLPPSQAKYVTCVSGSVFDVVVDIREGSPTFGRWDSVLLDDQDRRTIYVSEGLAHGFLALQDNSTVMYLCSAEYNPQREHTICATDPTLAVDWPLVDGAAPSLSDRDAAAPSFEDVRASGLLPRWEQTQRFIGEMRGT
# M. tuberculosis GlmU = inhibition of mycobacterial GlmU enzyme – biochemical, glucosamine-1-phosphate acetyltransferase (AID 1376) | 0.25% of 220,000 active | M. tuberculosis GlmU acetyltransferase enzyme assay; higher % means a stronger effect | inhibition, %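 (tested at 30 µM in the primary screen)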; hits with a dose series show IC50 in µM; in the data active = inhibition above about 13%;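 also: 0% = complete reaction with vehicle and 100% = reaction without substrate; strong numbers were not always called active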
# * = called active by the depositor; x = no result given. A portion of the library; count on the stated rates, not on these rows.
structure | Mtb RmlCD inh | M. tuberculosis GlmU
COc1ccc(S(=O)(=O)N2CCOC2CNC(=O)C(=O)NCCCn2ccnc2)cc1OC (stereo not drawn) | x | -3.4%
CCS(=O)(=O)N1CCCC(C(=O)NCCc2ccccc2)C1 (stereo not drawn) | 6.6 | 0.8%
Cc1cc(C)cc(NC(=O)CCCSc2nc3ccccc3[nH]2)c1 | 6.7 | -2.3%
COc1ccc(N(C)S(=O)(=O)c2cccc(C(=O)NC3CCC(C)CC3)c2)cc1 (stereo not drawn) | -3.3 | -8.5%
O=C(Cn1cc[n+](Cc2ccccc2)c1)c1ccc([N+](=O)[O-])cc1 | 0.1 | 0.5%
COCCNC(=O)CC(c1ccccc1)c1ccccc1 | x | 0.8%
Cn1c(C(=O)OC(C(=O)NC2CCCC2)c2cccnc2)cc2sccc21 (stereo not drawn) | x | -2.1%
CONC(=O)C1CCN(C(=O)OCc2ccccc2)CC1 | 9.0 | -1.6%
Cc1ccc(C(=O)N2CCN(c3ccc([N+](=O)[O-])c(NCc4cccnc4)c3)CC2)cc1 | -5.4 | 0.3%
Brc1ccc(CN2CCNCC2)s1 | x | 7.2%
COc1ccc(N(CC(=O)NCc2ccccc2OC)S(=O)(=O)c2c(C)nn(C)c2C)cc1 | -10.5 | -0.7%
Cc1ccc(NC(=O)CCSc2nnc3ccccn23)cc1 | 43.7 | 2.4%
CC(=O)Nc1nc2ccccc2[nH]1 | x | -4.1%
CC(C)c1nnc(SCC(=O)N2CCc3ccccc32)n1N | 5.1 | 3.7%
COc1ccc(N2CCN(C(=O)CCc3ccc(S(=O)(=O)NCC(C)C)cc3)CC2)cc1 | x | -3.2%
COc1ccccc1Nc1ncnc2c1cnn2-c1cccc(C)c1 | -6.6 | -2.2%
Cc1cc(C(=O)NP(=O)(N2CCOCC2)N2CCOCC2)c(C)n1-c1ccc(Br)cc1 | 11.8 | -8.4%
CC(NC(=O)c1cccs1)C(c1cccs1)N1CCN(Cc2ccccc2)CC1 (stereo not drawn) | 2.8 | -2.6%
c1coc(-c2cc(C3CCNCC3)[nH]n2)c1 | -9.2 | 5.6%
COc1cc(CNCCCCO)ccc1OCc1ccccc1F | -12.8 | -4.9%

# Next part, overlapping the part above by 2 compounds.
structure | Mtb RmlCD inh | M. tuberculosis GlmU
c1coc(-c2cc(C3CCNCC3)[nH]n2)c1 | -9.2 | 5.6%
COc1cc(CNCCCCO)ccc1OCc1ccccc1F | -12.8 | -4.9%
COC(=O)C1=C(CN2CCc3ccccc32)NC(=O)NC1c1cc(C)ccc1C (stereo not drawn) | -10.5 | x
CCc1ccc(Nc2ncc3c(n2)CC(C)CC3=O)cc1 (stereo not drawn) | 25.1 | -1.3%
Cc1ccc(S(=O)(=O)Nc2ccc(N3CCOCC3)cc2)cc1 | 5.2 | -1.4%
CO/N=C/c1ccc(Sc2ccccc2N)c([N+](=O)[O-])c1 | x | 0.0%
O=[N+]([O-])c1cccc(-c2nnc(C34CC5CC(CC(C5)C3)C4)o2)c1 | -4.7 | 8.7%
O=C(CCCCCn1c(=S)[nH]c2ccccc2c1=O)N1CCC2(CC1)OCCO2 | x | 0.1%
CC1=NN(C(=O)c2csc(C)c2C)C(O)(C(F)(F)F)C1 (stereo not drawn) | x | 2.0%
Cc1ccc(S(=O)(=O)Cn2nnnc2C(c2ccc(F)cc2)N2CCCCC2)cc1 (stereo not drawn) | 3.7 | -4.2%
Oc1ccc(C(=S)N2CCCCCC2)cc1 | x | 2.7%
Cc1ccc(CNCc2cccnc2)cc1 | x | 1.7%
C=CCN(CC=C)CCOc1ccccc1F | x | -4.0%
COc1ccc(-c2nc(CCNC(=O)c3ccco3)cs2)cc1OC | 7.0 | 1.8%
CCc1ccc2nc(NC(=O)c3ccc4c(=O)[nH]c(CN5CCOCC5)nc4c3)sc2c1 | 5.4 | 2.0%
Cc1cc(C)c2nc(N3CCC(C(=O)NCc4ccccn4)CC3)sc2c1 | -3.6 | -0.3%
CCN1C(=O)C(O)(CC(=O)c2cccc(-n3cccc3)c2)c2ccccc21 (stereo not drawn) | 2.5 | 3.4%
COc1ccc(Cl)cc1CN1CCOCC1 | -6.9 | -0.1%
CCS(=O)(=O)Nc1c(C(=O)O)[nH]c2ccccc12 | 8.2 | -1.5%
O=C(COC(=O)c1cc(=O)[nH]c(=O)[nH]1)Nc1cccc(S(=O)(=O)N2CCCCC2)c1 | -18.3 | -1.5%
O=C(OCC#CCSc1nnc(-c2ccc(Br)cc2)o1)c1ccco1 | 5.8 | 8.7%
O=C(NC(Cc1ccccc1)C(=O)NC1CC1)OCc1ccccc1 (stereo not drawn) | -8.5 | -3.5%

# Seven entries picked at random from the list so far, as already listed:
structure | Mtb RmlCD inh | M. tuberculosis GlmU
C=CCN(CC=C)CCOc1ccccc1F | x | -4.0%
CO/N=C/c1ccc(Sc2ccccc2N)c([N+](=O)[O-])c1 | x | 0.0%
O=C(CCCCCn1c(=S)[nH]c2ccccc2c1=O)N1CCC2(CC1)OCCO2 | x | 0.1%
COC(=O)C1=C(CN2CCc3ccccc32)NC(=O)NC1c1cc(C)ccc1C (stereo not drawn) | -10.5 | x
CCS(=O)(=O)Nc1c(C(=O)O)[nH]c2ccccc12 | 8.2 | -1.5%
COc1ccc(Cl)cc1CN1CCOCC1 | -6.9 | -0.1%
Cc1ccc(CNCc2cccnc2)cc1 | x | 1.7%

# Other compounds:
structure | Mtb RmlCD inh | M. tuberculosis GlmU
CN(Cc1ccc(OCC(O)CN2CCCCC2)cc1)Cc1ccnc2ccccc12 (stereo not drawn) | 56.2 | -1.4%
Clc1ccc(OCCN2CCCCC2)c(Cl)c1 | 5.7 | -0.6%
Cc1ccc(NC(=O)COC(=O)c2ccccc2Nc2ccccc2)cc1 | -3.6 | 3.8%
COC(=O)c1cc(CNC(=O)c2cccc(Cl)c2)ccc1OC | -0.5 | -5.6%
COc1cc2c(cc1OC)CC(=O)NC=C2 | 6.4 | -3.5%
O=[n+]1c2c(n([O-])c3cc(Cl)ccc31)CCCC2 | 0.6 | -3.1%
O=C(CCN1CCN(Cc2ccccc2)CC1)Nc1ccccc1Cl | -0.9 | 1.6%
CC(C)N(Cc1nc(-c2ccccc2)no1)C(=O)COc1ccccc1 | x | 2.1%
CN(C)Cc1c(O)c(Cl)cc2c3c(c(=O)oc12)CCCC3 | 15.2 | -6.7%
CCCN1C(=O)/C(=C/c2ccc(C)s2)NC1=S | x | 3.5%
COCc1[nH][nH]c(=O)c1C=Nc1ccc(C(F)(F)F)cc1 | 1.0 | -2.1%
CCc1ccc2nc(Nc3ccc(OC)cc3OC)c(C#N)cc2c1 | x | 0.3%
N#CC1=C(N)NC(=S)C(C(N)=O)C1c1ccc([N+](=O)[O-])cc1 (stereo not drawn) | -12.3 | 4.5%
CC(c1ccccc1)N1C(=O)C2C3C=CC(C4CC34)C2C1=O (stereo not drawn) | -0.7 | 3.1%
COc1ccc(C2/C(=C(\O)c3ccc4c(c3)OCCO4)C(=O)C(=O)N2Cc2ccco2)c(OC)c1 (stereo not drawn) | -6.6 | 6.0%
CC(C)C(NC(=O)CNC(=O)OC(C)(C)C)C(=O)NCc1ccccc1 (stereo not drawn) | -3.2 | 4.7%
CCCCN(C(=O)CSc1nnc(-c2ccc(OC)cc2)n1CC)c1c(N)n(Cc2ccccc2)c(=O)[nH]c1=O | 2.9 | 1.9%
C/C(=N\Nc1nnc2c3ccccc3n(C)c2n1)c1ccc(C)o1 | 7.5 | 1.6%
COc1ccc(C(=O)NC(=S)NNC(=O)c2ccc(NC(C)=O)cc2)cc1Br | x | 1.8%
COCCN=c1scc(-c2ccco2)n1/N=C/c1ccc(O)c(O)c1O | -4.2 | 10.3%
Cc1ccc(C2(C)NC(=O)N(CC(=O)Nc3cc(C)on3)C2=O)cc1 (stereo not drawn) | x | -1.6%
CCC(=O)Nc1cc(C(=O)NCC2CCCN2CC)c(OC)cc1N(C)C (stereo not drawn) | -8.9 | 2.9%
Cc1ccc(N2C(=O)c3ccccc3C2C(=O)c2cc(C)ccc2O)cc1 (stereo not drawn) | 13.7 | -7.0%
O=C(N=C1SCC(=O)N1c1ccccc1Cl)c1ccccc1 | x | -0.9%
O=C(CSc1nnc(Cc2ccccc2)o1)c1cc(F)ccc1F | 42.7 | 2.4%
COC(=O)C1=C(C)Nc2ncnn2C1c1cccnc1 (stereo not drawn) | 2.6 | -2.9%
O=c1c2ccccc2c(C=Nc2ccc(Cl)cn2)c(O)n1-c1cc(Cl)ccc1N1CCOCC1 | x | -0.7%
CCC(=O)N1CCN(c2ccc(NC(=O)c3ccc([N+](=O)[O-])o3)cc2Cl)CC1 | x | 6.1%
Cc1ccc(NC(=O)c2ccco2)cc1NC(=O)CSc1nnc(-c2cccs2)n1C | 104.7 | 1.1%
CC(C)(C)c1ccc(OCC(O)CN(CCO)CC(O)Cn2ccc3ccccc32)cc1 (stereo not drawn) | 2.3 | -1.2%
O=C(COc1ccccc1)Nn1c(-c2ccccc2)nc2ccccc2c1=O | 7.4 | 7.1%
C=CCOc1ccc(-c2n[nH]c(=S)o2)cc1 | 4.6 | 7.7%
CC(C)COC(=O)Cc1c(O)c2ccccc2[nH]c1=O | -11.6 | 3.1%
O=C(Nc1ccc([N+](=O)[O-])cc1)C(Cc1ccccc1)N1C(=O)c2cccc3cccc(c23)C1=O (stereo not drawn) | 10.0 | -0.8%
CCc1c(C)sc(NC(=O)c2cc(C)on2)c1C#N | 9.0 | 3.3%
O=C(Nc1cccc(C(=O)O)c1)Nc1ccccc1Cl | -0.8 | -5.2%
O=C(/C=C/N1CCOCC1)c1coc2ccccc12 | -2.6 | 7.0%
CCOc1ccc(-n2c(-c3ccccc3)c[n+]3c2CCC3)cc1 | 10.9 | 2.9%
Cc1ccc(-c2nc3ccccc3s2)cc1NC(=S)NC(=O)c1ccccc1 | x | 2.3%
Cc1cc(C)cc(NC(=O)COC(=O)CN=C2NS(=O)(=O)c3ccccc32)c1 | x | 2.3%
CCCNNC(=O)C(O)(c1ccccc1)c1ccccc1 | 1.4 | -4.4%
NC(=O)CCN1CCN(Cc2nc(C(c3ccccc3)c3ccccc3)no2)CC1 | -7.0 | 0.2%
CN1CCN(C(=O)/C(=C\c2ccccc2)c2ccccc2)CC1 | 14.6 | -2.1%
Clc1cc(Br)ccc1OCCCn1ccnc1 | 7.1 | -5.9%
NNc1nc(NCc2ccccc2)nc(N2CCOCC2)n1 | x | -2.2%
CCc1nnc(NS(=O)(=O)c2ccc(N=Cc3c(O)n(-c4ccccc4)c(=O)[nH]c3=O)cc2)s1 | 6.2 | -1.2%
O=C(Nc1ccc(F)cc1)C(NC1CCCCC1)c1ccccc1 (stereo not drawn) | 3.8 | 6.6%
CCNC(=S)N(Cc1ccco1)Cc1cc2cc3c(cc2[nH]c1=O)OCCO3 | 5.3 | 1.7%
CC1(C)CC(NC(=O)N2c3ccccc3Sc3ccccc32)CC(C)(C)N1 | -7.8 | 0.4%
OCC[C@@H]1C[C@@H](O)[C@H](O)[C@@]2(CCCCO2)O1 | x | 2.4%
C=CCNC(=O)NC(=O)COC(=O)c1ccccc1Sc1ccc(C(F)(F)F)cc1[N+](=O)[O-] | 11.4 | -1.6%
COc1ccc2nc(Nc3ccccc3OC)sc2c1 | -11.2 | -3.2%
COC(=O)c1sc2ccccc2c1-n1cccc1C(=O)C(=O)Nc1ccc(Cl)cc1 | x | 4.0%
Cn1nnnc1SCC(=O)N1CCN(C(=O)c2ccco2)CC1 | 5.9 | 3.6%
Cc1ccc(-c2nc(CN(C)C(C3CC3)C3CC3)c(C)o2)cc1 | x | 0.3%
COc1ccc(C2=C(C=Nc3c(C)n(C)n(-c4ccccc4)c3=O)C(c3ccccc3C)c3ccccc3O2)cc1OC (stereo not drawn) | -6.5 | 3.5%
COc1ccc(S(=O)(=O)NCCSCc2cccs2)cc1 | x | -9.8%
Cc1ccc(-n2c(SCC(=O)NC3CCCCC3)nc3c(c2=O)SCC3)cc1 | 12.2 | 2.0%
COC(=O)c1sc2nc(N3CCCCC3)c3c(c2c1N)CCCC3 | x | -0.3%
Cc1cc([N+](=O)[O-])ccc1NC(=O)C[n+]1ccc(N(C)C)cc1 | 2.2 | 1.8%

# New compounds follow:
structure | Mtb RmlCD inh | M. tuberculosis GlmU
O=C(O)CC(Cn1cnnn1)c1ccccc1 (stereo not drawn) | -3.2 | 7.0%
CCCOc1ccc(NC(=O)CC2C(=O)N(CC)C(=S)N2CCNC(C)=O)cc1 (stereo not drawn) | 6.6 | 1.3%
Cn1cc(CN2CCN(CCO)CC2)c(-c2ccc(Oc3ccccc3)cc2)n1 | x | -1.8%
O=C(NN1C(=O)/C(=C/C=C/c2ccccc2)SC1=S)c1ccncc1 | -8.5 | -1.6%
CCC(C)NS(=O)(=O)c1ccc(OCC(=O)NCc2ccc3c(c2)OCO3)cc1 (stereo not drawn) | 9.3 | -3.8%
Cc1oc(-c2cc(F)ccc2F)nc1CN1CCN(c2cnccn2)CC1 | -16.9 | -2.2%
O=C(c1ccc2nc(N3CCCCC3)sc2c1)N1CCN(Cc2ccc3c(c2)OCO3)CC1 | 26.4 | 2.5%
CCn1nc(C(=O)OCC(=O)N2CC(=O)Nc3ccccc32)c2ccccc2c1=O | 1.3 | 6.6%
Cc1ccc2[nH]c(=O)c(CN(CCc3ccccc3)C(c3nnnn3Cc3ccco3)C(C)C)cc2c1 (stereo not drawn) | -8.4 | -3.7%
CN=c1scc(C)n1/N=C/c1cc(Br)c(O)c(Br)c1 | -17.1 | 0.4%
S=C(c1ccc(-c2ccc(Br)cc2)o1)N1CCCCC1 | -8.7 | -5.3%

# One compound at a time, as listed above:
# Record of `Cn1cc(CN2CCN(CCO)CC2)c(-c2ccc(Oc3ccccc3)cc2)n1` : Mtb RmlCD inh = x; M. tuberculosis GlmU = -1.8%
# Record of `O=C(NN1C(=O)/C(=C/C=C/c2ccccc2)SC1=S)c1ccncc1` : Mtb RmlCD inh = -8.5; M. tuberculosis GlmU = -1.6%

# High-throughput results deposited in PubChem by several laboratories.
